HTRA1 inh = HTRA1 serine protease inhibitors, primary screen, biochemical, fluorescence polarization, HTS | Q92743 | recombinant HTRA1, FP-rhodamine activity-based probe | inhibition, % at 5.96 µM | 0.5% of 340,000 active | AID 504803, 2011; in the data active means inhibition above about 36%;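 further: 0% = enzyme with DMSO and 100% = wells lacking enzyme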
Target sequence (Q92743 whole entry, looked up): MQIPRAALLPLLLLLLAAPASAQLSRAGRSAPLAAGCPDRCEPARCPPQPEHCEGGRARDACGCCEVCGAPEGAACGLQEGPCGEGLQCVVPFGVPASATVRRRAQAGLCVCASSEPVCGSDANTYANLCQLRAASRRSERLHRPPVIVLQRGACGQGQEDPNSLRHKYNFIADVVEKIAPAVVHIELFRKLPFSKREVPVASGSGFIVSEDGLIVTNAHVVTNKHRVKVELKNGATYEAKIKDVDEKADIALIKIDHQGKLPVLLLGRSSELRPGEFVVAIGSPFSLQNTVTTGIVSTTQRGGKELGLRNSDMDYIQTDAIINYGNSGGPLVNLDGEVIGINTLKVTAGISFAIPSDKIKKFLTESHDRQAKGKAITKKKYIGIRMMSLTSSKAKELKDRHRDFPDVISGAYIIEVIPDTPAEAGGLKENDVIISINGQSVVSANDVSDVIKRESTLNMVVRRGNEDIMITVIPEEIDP
TDP2 inh = human TDP2 enzyme inhibitors, primary screen, biochemical, epi absorbance, recombinant enzyme; Tyrosyl-DNA phosphodiesterase 2 (Homo sapiens), O95551; T5PNP hydrolysis, p-nitrophenol absorbance 415 nm; inhibition, % at 12.8 µM; 0.34% of 370,000 active; AID 720702, 2013;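 active means inhibition above the mean of all tested compounds plus 3 SD, set per campaign, cut at about 25% in these data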;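 further: 0% = DMSO with enzyme and 100% = buffer with substrate but no TDP2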
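Assay system: recombinant human TDP2 / Reagent: T5PNP substrate at 5 mM, a TopII-DNA adduct mimic / Measured by: epi absorbance from released p-nitrophenol / Evaluation: % inhibition relative to enzyme-containing and enzyme-free wells / Control set: enzyme-free and DMSO wells / Replicates: each compound tested once, singlicate / Schedule: enzyme reaction with compound for 2 h at 37 °C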
LEDGF integ inh = blockers of LEDGF/p75-dependent integrase strand transfer – biochemical, TR-FRET, high throughput, primary screen; inhibition, % at 3.7 µM; HIV-1 integrase (with human LEDGF/p75); AID 743269, 2014; 0.64% of 370,000 active; TR-FRET IN-LEDGF/p75 DNA integration, Eu/Cy5;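 active means inhibition above the screen-wide mean plus 3 SD, cut at about 13% in these data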;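 further: signal is the Cy5 over europium emission ratio at 671 and 618 nm; 0% = plate median of compound wells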
SIAE primary = human SIAE inhibitors, primary screen, biochemical, fluorescence polarization, FP-Rh probe, 1536-well HTS; SIAE FP-Rh probe binding; inhibition, % at 9.66 µM; AID 1053197, 2014; Sialate O-acetylesterase (Homo sapiens), Q9HAT2; 0.69% of 370,000 active;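 active means inhibition above a cutoff: mean of compounds within the control limits plus 3 SD of those, cut at about 17% in these data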;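 further: 0% = plate median of compound wells and 100% = probe without SIAE protein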
PRMT1 FP inh = PRMT1 methyltransferase inhibitors, primary screen, biochemical, fluorescence polarization | 1.3% of 370,000 active | recombinant PRMT1, activity-based probe fluorescence polarization | inhibition, % at 2.79 µM;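 active means inhibition above about 21% made by adding two undisclosed values, limit read from the data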
Target sequence (Q99873 whole entry, looked up): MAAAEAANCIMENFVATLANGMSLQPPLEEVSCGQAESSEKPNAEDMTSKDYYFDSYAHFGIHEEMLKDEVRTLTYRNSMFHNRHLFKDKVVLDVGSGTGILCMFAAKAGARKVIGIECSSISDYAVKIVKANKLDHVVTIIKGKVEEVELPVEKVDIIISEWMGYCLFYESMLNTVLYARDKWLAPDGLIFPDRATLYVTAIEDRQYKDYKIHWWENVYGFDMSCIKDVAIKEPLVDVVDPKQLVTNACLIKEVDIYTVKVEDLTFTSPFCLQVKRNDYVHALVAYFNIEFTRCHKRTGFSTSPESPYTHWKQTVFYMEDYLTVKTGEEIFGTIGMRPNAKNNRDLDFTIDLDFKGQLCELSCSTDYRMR
ABHD4 inh = ABHD4 inhibitors, primary screen, biochemical, fluorescence polarization, mouse. (Lyso)-N-acylphosphatidylethanolamine lipase (Mus musculus), Q8VD66. purified mABHD4, FP-Rh probe fluorescence polarization. inhibition, % at 8.92 µM. 0.54% of 370,000 active;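 active means inhibition exceeding the mean over every tested compound plus 3 SD, cut at about 30% in these data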;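 further: 0% = plate median of compound wells and 100% = S159A mutant with DMSO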
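Assay system: mABHD4 protein; medium: HEPES pH 7.0, NaCl, Pluronic buffer; dosing: 8.92 µM, single dose; schedule: 45 min + 60 min at 25 °C; signal: FP readout, ex 525 nm / em 598 nm; read-out: normalized percent inhibition of probe labeling; repeats: single replicate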
Tn7 DDE FP = inhibitors of Tn7 peptide binding to fibrin DD(E), primary screen, biochemical, fluorescence polarization, human fibrin, Tn7 probe; inhibition, % at 8.3 µM; Fibrinogen beta chain (Homo sapiens), P02675; FP displacement of FITC-Tn7 peptide from fibrin DD(E); 0% = median of compound wells per plate; AID 720508, 2013; 0.13% of 370,000 active;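 active means inhibition above the mean of compounds falling within the control limits plus 3 SD of them, cut at about 14% in these data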;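 further: 0% = plate median of compound wells and 100% = 10 µM Aha-Tn7 peptide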
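system = human fibrin DD(E) protein | quantity = DD(E) 2 µM final | medium = Tris/NaCl/CaCl2 buffer, pH 7.8 | also added = labelled Tn7 tracer, 0.1 µM | compound dosing = single point at 8.3 µM | timing = compound with protein 10 min, then 3 h after probe, room temperature | signal = FP measurement | benchmarks = Aha-Tn7 high control | repeats = one replicate per compound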
TCR-CD3 inh = inhibitors of human TCR-CD3 interaction, primary screen, biochemical, fluorescence, TAMRA-labeled TCR probe. T-cell receptor (TCR). inhibition, % at 9.4 µM. 0.37% of 360,000 active. AID 651800, 2012; in the data active means inhibition above about 19%;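 further: recombinant mutant TCR 2C K166C tagged with TAMRA read by polarization; 0% = receptor in buffer alone and 100% = receptor with positive control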
UHRF1 binding = UHRF1 methylated DNA binding inhibitors, primary screen, counter-screen for MBD2 inhibitor project, biochemical, TR-FRET, human UHRF1, single concentration | E3 ubiquitin-protein ligase UHRF1 (Homo sapiens), Q96T88 | UHRF1 binding to methylated oligo | inhibition, % at 4.4 µM | 0.75% of 370,000 active | AID 687016, 2013; in the data active means inhibition above about 21%;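 further: UHRF1 SRA domain binding a hemimethylated CpG hairpin DNA probe; 0% = median of test compound wells and 100% = reference inhibitor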
PG9 binder = binders of HIV-1 gp120 antibody PG9, primary screen, biochemical, TR-FRET | 0.43% of 360,000 active | AID 624416, 2012 | TR-FRET gp120-PG9 antibody binding | inhibition, % at 6.7 µM; in the data active means inhibition above about 8.5%
An asterisk follows results filed as active; / = not tested or not shown. This is a random part of the collection; 4.2% or so of the library scored in one or more.

SMILES | HTRA1 inh | TDP2 inh | LEDGF integ inh | SIAE primary | PRMT1 FP inh | ABHD4 inh | Tn7 DDE FP | TCR-CD3 inh | UHRF1 binding | PG9 binder
CC(C(=O)Nc1ccc2c(c1)OCCO2)c1ccc([N+](=O)[O-])cc1 (centres undefined) | 1 | 3 | -3 | -8 | 2 | -5 | 2 | -2 | 3 | -1.0
COC(=O)CSc1nc2c(c(C3CC=CCC3)c1C#N)CCC2 (centres undefined) | -11 | 13 | 1 | 3 | 1 | 4 | 7 | 4 | -1 | -3.3
CC1(NC(=O)c2cccc(S(=O)(=O)N3CCCc4ccccc43)c2)CCS(=O)(=O)C1 (centres undefined) | 6 | 1 | 1 | -3 | -1 | 5 | 4 | 4 | -4 | -0.2
Cc1ccc(Nc2cc(-n3nc(C)cc3C)ncn2)cc1 | 8 | -19 | -2 | 1 | -3 | -8 | -4 | -8 | 3 | -1.1
O=C(Nc1ccc2ccccc2c1)C(c1ccccc1F)n1c(=O)c(-c2cc3ccccc3[nH]2)nc2ccccc21 (centres undefined) | / | -9 | -4 | -38 | 0 | -64 | 2 | -1 | -1 | 1.3
Cc1c(Cl)cccc1NC(=S)N(Cc1ccccc1)Cc1cccnc1 | -9 | -10 | 5 | -5 | -4 | 0 | -2 | 4 | -2 | -1.0
O=C(NC(=S)N1CCN(c2ccccc2)CC1)c1ccc(S(=O)(=O)N2CCOCC2)cc1 | 0 | 12 | -1 | 2 | -4 | -1 | -6 | 5 | -2 | -0.5
COc1cccc(NC(=O)c2ccc(CN3CCc4ccccc4C3)cc2)c1 | -35 | -5 | -3 | 0 | 3 | -3 | 8 | -8 | 1 | 0.9
CCCC[C@H]1C2CC(OC(=O)Nc3ccccc3)C(C2)[C@H]2CCCCN21 (some centres undefined) | / | 11 | -4 | 1 | 1 | -5 | 1 | / | -1 | /
COc1ccc(OCCn2ccnc2)cc1 | 8 | 11 | -3 | 7 | -4 | -5 | 9 | 2 | -1 | -2.1
CC[C@@H]1CCCCc2ccccc2[C@@H](C(=O)C[C@H](O)CC(C)=O)OC1=O | 2 | -2 | 0 | 10 | 5 | -6 | 2 | -4 | -1 | 0.8
Cn1cccc1[C@]1(O)C(=O)Nc2ccc(F)cc21 | / | -5 | -3 | 0 | 7 | 8 | -5 | / | -2 | /
N#Cc1cc2cc3c(cc2nc1SCC(=O)N1CCOCC1)OCO3 | 6 | -5 | 5 | -2 | -3 | -3 | 0 | 7 | -3 | -3.7
OC(CC#CCN1CCCC1)(c1ccccc1)c1ccccc1 | -3 | -6 | 4 | 6 | -5 | -3 | -6 | -7 | 22* | -2.2
CC(=O)Nc1nc(-c2cc([N+](=O)[O-])cs2)cs1 | -24 | -1 | 0 | -13 | -4 | 0 | -2 | 0 | -5 | -11
CCCOc1ccc(Cc2nn3c(=O)/c(=C/c4ccco4)sc3nc2=O)cc1 | 5 | -16 | 27* | -1 | 33* | 6 | -5 | 4 | 23* | -2.9
O=C(Nc1ccc(NC(=O)c2cccs2)cc1)c1ccc2c(c1)OCO2 | 0 | 2 | -2 | 2 | 2 | 6 | 4 | 2 | 0 | 0.7
Cc1ccc([C@@H]2CC=C(C(=O)O)[C@H](c3cccc(Cl)c3)N2S(=O)(=O)c2ccc(C)cc2)cc1 | -39 | 3 | -1 | -5 | 2 | -2 | 6 | 1 | -1 | -0.8
C=CCn1c(C)nnc1SCC(=O)Nc1nc(C)c(C(=O)N(C)C)s1 | 4 | 1 | -1 | 1 | -2 | 8 | 2 | 1 | 2 | -3.0
CCOc1ccc(NC(=O)CN(C)C(=O)CCSc2ccc(F)cc2)cc1OCC | 5 | -6 | 0 | -3 | 1 | 5 | -4 | 5 | -2 | 2.5
CCO[C@H]1OC(C(=O)NC2CC2)=C[C@@H](c2csc3ccccc23)[C@@H]1CCCO | -1 | 2 | 2 | -7 | -1 | -11 | 4 | -4 | 3 | 0.3
Cc1cc(NC(=O)CSc2nc(=O)n3cccc(C)c3n2)no1 | 3 | 6 | 2 | 13 | -3 | 2 | 2 | 3 | 0 | -0.4
O=S(=O)(NC1CCN(S(=O)(=O)c2ccc3c(c2)OCCO3)C1)c1c(F)cccc1F (centres undefined) | 1 | -1 | 0 | -4 | -2 | -5 | 5 | -3 | -1 | -0.1
CC(=O)c1cnn(-c2nc3c(C)cccc3s2)c1C | -2 | 5 | 0 | -2 | 2 | -7 | 5 | 2 | 3 | 0.1
Cc1c(C)c(C)c(S(=O)(=O)N2CCSCC2)c(C)c1C | -3 | -21 | 5 | -1 | -3 | 3 | -7 | -3 | 1 | -2.2
O=C1OC2(CCCCC2)OC(=O)C1=CNc1nc2ccccc2s1 | 5 | 3 | 4 | 6 | -1 | -1 | 0 | 9 | -2 | -1.4
Cc1ccnn1CC(=O)N/N=C/c1c[nH]c2ccccc12 | 7 | -1 | 4 | -2 | -2 | 2 | -2 | 5 | 1 | -2.6
O=C(C[n+]1cc(Br)cc(Br)c1)c1ccc(Cl)cc1 | 0 | 17 | 2 | -1 | 2 | 6 | -1 | 5 | -1 | -0.4
COc1ccc(Nc2nc(N3CCCCC3)c3ccccc3n2)cc1 | 8 | -7 | 1 | 1 | -1 | 22 | -4 | 0 | -2 | -1.1
COc1cccc(NC(=O)CSc2nc3ccccc3nc2N2CCOCC2)c1 | -14 | -6 | -1 | -9 | 5 | -21 | -3 | -4 | -2 | -0.7
Cc1noc(C)c1COC(=O)c1ccc2c(c1)OCO2 | 4 | -14 | 0 | -3 | -1 | 3 | -1 | 6 | 0 | -0.8
COc1ccc(C(=O)N(C)C(C)c2nccs2)cc1OC1CCN(C(C)=O)CC1 (centres undefined) | -2 | 2 | 4 | 4 | -5 | -2 | 0 | -7 | 4 | -1.3
CCn1c(N)c(Br)c(=O)[nH]c1=O | 2 | -3 | 2 | 0 | -2 | -2 | -2 | 4 | 0 | -0.5
COc1ccccc1N(CC(=O)Nc1cc(C)on1)S(=O)(=O)c1cccc(C(F)(F)F)c1 | -31 | 2 | -2 | 1 | 2 | 1 | -1 | -2 | 0 | 5.2
O=[N+]([O-])c1ccc(Cl)c(/C=N/N2CCN(Cc3ccccc3Cl)CC2)c1 | -5 | 8 | 1 | 0 | 0 | 5 | 3 | 5 | 0 | -2.8
CCCCNCCS(=O)(=O)NCc1ccccc1 | 1 | 3 | -1 | -2 | -3 | 1 | -9 | -3 | -2 | -2.4
COc1ccc(NC(=O)C2CC(=O)N/C(=N/NC(=O)c3ccc(Cl)cc3)S2)cc1 (centres undefined) | 7 | -12 | -1 | 8 | 17 | 2 | -6 | -5 | -2 | -0.9
O=C(COC(=O)c1cnccn1)c1ccc(OC(=O)c2ccccc2)cc1 | -2 | 2 | 2 | -1 | 2 | -2 | 8 | 1 | 2 | -1.2
CCOC(=O)CNC(=O)c1cccnc1Oc1ccc(Cl)cc1 | 7 | -2 | -1 | -7 | 7 | 0 | 2 | -2 | 2 | -0.4
CCOC(=O)[C@]12CCC=C1N(Cc1ccccc1)C(=O)[C@H](CC(=O)N1CCCCC1)C2 | / | 9 | -1 | 4 | -1 | -1 | 2 | 2 | -1 | -1.6
Cc1cc(C)n(-c2nnc(Cl)c3ccccc23)n1 | 3 | -16 | 2 | -1 | -1 | 3 | -2 | 7 | 1 | -2.3
CCOC(=O)Cc1csc(NC(=O)COc2ccccc2OCC)n1 | -7 | 1 | 0 | -4 | 0 | 0 | -6 | 1 | 2 | -2.1
Cc1cccnc1NC(=O)COc1ccc2c(c1)CCC2 | 0 | 8 | -2 | -1 | 1 | 2 | -2 | -2 | -1 | 1.1
CC(=O)Oc1ccc(Cn2c(C)c(C(=O)NCc3ccccc3C(F)(F)F)sc2=O)cc1 | / | -1 | 1 | 3 | -2 | -16 | 1 | 3 | 0 | -0.8
O=C1OCCN1C(=O)[C@H]1[C@H](c2ccc([N+](=O)[O-])cc2)C(c2ccccc2)=NN1c1ccccc1 | -4 | -2 | -1 | -1 | -4 | -3 | -1 | 10 | 0 | -0.5
CCCCN(C(=O)c1ccc2c(c1)S(=O)(=O)N=C1CCCCCN12)c1c(N)n(CCCC)c(=O)[nH]c1=O | 0 | -8 | -3 | -1 | 1 | 5 | 4 | -4 | 3 | -0.1
CCCCn1c(CN2CCN(C(=O)c3ccco3)CC2)nc2c1c(=O)n(C)c(=O)n2C | 3 | 1 | 4 | 8 | 4 | 0 | 1 | -12 | 1 | 0.5
CC(C)c1ccc2oc(-c3ccc(NC(=O)c4ncn[nH]4)cc3)nc2c1 | -10 | 9 | 1 | -12 | -3 | 3 | 0 | 10 | -3 | 2.6
CNc1nc(-c2ccc3c(c2)CCN3C(=O)c2ccc(F)cc2)cs1 | -4 | 9 | -4 | 4 | 0 | 11 | 4 | -4 | 0 | -1.7
CCOC(=O)N1CCN(C(=O)COC(=O)C2CCN(S(=O)(=O)c3ccc(C)c(C)c3)CC2)CC1 | 0 | 2 | 0 | 0 | 1 | 3 | 4 | 5 | -2 | 1.1
COc1cccc(OCCn2c(C)c(/C=N/n3cnnc3)c3ccccc32)c1 | -10 | -1 | 1 | 3 | 0 | 1 | -3 | -2 | -2 | -0.2
CC(C)(C)C(=O)Nc1cccc(-c2nc3ccccc3[nH]2)c1 | -1 | 0 | -1 | -7 | 0 | -2 | 1 | -3 | 2 | -1.0
N#Cc1ccc2nc3c(nc2c1)CCCC3 | 9 | -9 | 1 | 1 | 0 | 4 | -8 | -3 | -2 | -2.2

Single records (already shown):
CCOC(=O)Cc1csc(NC(=O)COc2ccccc2OCC)n1 reads HTRA1 inh = -7; TDP2 inh = 1; LEDGF integ inh = 0; SIAE primary = -4; PRMT1 FP inh = 0; ABHD4 inh = 0; Tn7 DDE FP = -6; TCR-CD3 inh = 1; UHRF1 binding = 2; PG9 binder = -2.1
CC(=O)Oc1ccc(Cn2c(C)c(C(=O)NCc3ccccc3C(F)(F)F)sc2=O)cc1 reads HTRA1 inh = /; TDP2 inh = -1; LEDGF integ inh = 1; SIAE primary = 3; PRMT1 FP inh = -2; ABHD4 inh = -16; Tn7 DDE FP = 1; TCR-CD3 inh = 3; UHRF1 binding = 0; PG9 binder = -0.8

Assay outcomes (PubChem)
